Assay outcomes: PubChem, several laboratories
LMPTP block: LMPTP (human) inhibition; P24666; recombinant LMPTP-A, OMFP fluorogenic substrate, fluorescence intensity; inhibition, % at 20 µM; 0.22% of 360,000 active;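 active = compounds that cut the enzyme signal by at least half of the control window in the single-dose screen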;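 also: plate controls were DMSO wells with enzyme plus substrate for no effect and substrate without enzyme for full effect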
Target sequence (P24666 whole entry, looked up): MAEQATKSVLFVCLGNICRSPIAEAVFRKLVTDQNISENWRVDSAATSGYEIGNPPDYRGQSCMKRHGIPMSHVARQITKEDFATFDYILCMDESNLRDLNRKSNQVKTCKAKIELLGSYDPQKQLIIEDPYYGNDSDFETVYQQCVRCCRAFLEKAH
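Material: LMPTP-A; amount: 0.625 nM enzyme; doses: single 20 µM dose; times: reaction 50 min, room temperature, dark; technique: fluorescence intensity of OMFP turnover product; benchmarks: no-enzyme and uninhibited controls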
TbMetRS inhib: blocks T. brucei methionyl-tRNA synthetase activity; purified T. brucei MetRS, ATP depletion, Kinase-Glo luminescence; inhibition, % at 11.9 µM; 0.4% of 360,000 active; AID 624268;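 active = inhibition above a per-plate cutoff of the control wells' mean inhibition plus 3 SD, cut at about 5.5% in these data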;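 also: 0% = DMSO wells median and 100% = median of wells with control inhibitor compound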
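technique = Kinase-Glo luminescence, ATP depletion format | system = purified MetRS (methionyl-tRNA synthetase) enzyme from Trypanosoma brucei | timing = 15 min preincubation, 2 h reaction, all 25 °C | evaluation = percent inhibition versus plate control medians | dosing = single dose, 11.9 µM final nominal, 0.9% final DMSO | also added = substrates ATP, L-methionine and bulk Escherichia coli tRNA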
PABP1 MLLE inh: blocks PAM2 peptide binding to the PABP1 MLLE domain. P11940. GST-MLLE / FITC-PAM2 fluorescence polarization. inhibition, % at 20 µM. 0.36% of 360,000 active. AID 588489; in the data active = inhibition above about 35%, passing the limit was not always enough;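 also: plate controls were DMSO wells with GST-MLLE for no effect and wells lacking GST-MLLE protein for full effect; some results filed as inactive read as strong as hits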
Scp-1 inhibitor: Scp-1 (human) phosphatase inhibition; Q9GZU7; Recombinant Scp1, phosphopeptide, malachite green phosphate absorbance; inhibition, % at 20 µM; 0.88% of 340,000 active;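 active = inhibition above about 50% at 20 µM, limit read from the data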;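 also: plate controls were DMSO wells with enzyme for no effect and wells lacking enzyme for full effect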
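Times: enzyme reaction 45 min at room temperature, colour 5 min, stabilisation 30 min. Material: SCP-1 catalytic fragment, aa 76-261. Medium: Acidic Tris acetate buffer with magnesium and detergent. Signal: colorimetric free-phosphate detection, absorbance 630 nm. Read-out basis: % inhibition of SCP-1 phosphate liberation. Reagent: Phosphorylated 17-residue peptide substrate.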
DNMT1 block: inhibitors of human DNMT1; DNMT1 molecular beacon, Hinp1I cleavage, fluorescence; inhibition (reported as % activation of signal), % at 10 µM; 0.83% of 360,000 active; AID 588458; in the data active = inhibition above about 50%
STEP block: STEP (human) phosphatase inhibition | 0.25% of 360,000 active | P54829 | inhibition, % at 20 µM | AID 588621 | recombinant STEP, OMFP fluorogenic substrate, fluorescence;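 active = inhibition at 20 µM, scaled per plate between control wells, above about 37%, limit read from the data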;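 also: 0% = DMSO with enzyme and substrate and 100% = substrate only without enzyme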
Target sequence (P54829 whole entry, looked up): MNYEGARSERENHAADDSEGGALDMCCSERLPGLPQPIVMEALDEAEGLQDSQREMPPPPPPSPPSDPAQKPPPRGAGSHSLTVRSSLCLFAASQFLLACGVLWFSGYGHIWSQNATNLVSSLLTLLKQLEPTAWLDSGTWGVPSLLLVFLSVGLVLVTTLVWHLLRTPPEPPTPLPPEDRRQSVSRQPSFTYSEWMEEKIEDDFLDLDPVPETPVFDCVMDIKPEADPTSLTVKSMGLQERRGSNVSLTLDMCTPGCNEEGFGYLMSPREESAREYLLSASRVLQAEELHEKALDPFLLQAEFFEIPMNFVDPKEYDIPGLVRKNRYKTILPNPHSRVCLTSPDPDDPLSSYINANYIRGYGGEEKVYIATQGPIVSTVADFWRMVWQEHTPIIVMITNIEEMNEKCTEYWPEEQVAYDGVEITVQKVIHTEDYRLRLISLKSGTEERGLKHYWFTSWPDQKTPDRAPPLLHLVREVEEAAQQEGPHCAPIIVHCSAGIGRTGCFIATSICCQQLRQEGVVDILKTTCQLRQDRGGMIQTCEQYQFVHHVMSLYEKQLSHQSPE
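System: STEP (striatal-enriched tyrosine phosphatase) enzyme, cell-free; medium: Bis-Tris pH 6.0 buffer with DTT, detergent; dosing: 20 µM, 1% DMSO; times: reaction 20 min, ambient temperature; detection: fluorescence, 480/540 nm; read-out basis: normalized % inhibition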
Rpn11 block: inhibitors of human proteasome Rpn11; O00487; human 26S proteasome, Ub4-pepOG fluorescence polarization; 20S core pre-blocked with epoxomicin; calls only at 20 µM; 0.59% of 360,000 active; AID 588493;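 active = inhibition at 20 µM, scaled to each plate's controls, above about 33%, limit read from the data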
Target sequence (O00487 whole entry, looked up): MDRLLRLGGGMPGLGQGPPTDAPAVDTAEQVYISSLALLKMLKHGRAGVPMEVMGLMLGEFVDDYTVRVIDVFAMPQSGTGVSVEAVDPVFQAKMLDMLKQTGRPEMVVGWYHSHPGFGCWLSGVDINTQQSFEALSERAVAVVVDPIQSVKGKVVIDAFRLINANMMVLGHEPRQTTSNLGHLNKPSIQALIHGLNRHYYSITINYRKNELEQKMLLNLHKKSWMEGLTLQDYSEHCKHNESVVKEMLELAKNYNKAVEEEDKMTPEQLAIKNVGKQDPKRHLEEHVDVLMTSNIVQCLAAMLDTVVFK
SUMO1 PPI mod: SUMO1-SIM interaction modulation | inhibition, % at 20 µM | 0.33% of 360,000 active | SUMO1 binding to a labelled peptide, TR-FRET, 1 h; in the data active = inhibition above about 37%
NadD inh: inhibitors of Staphylococcus aureus NadD; 0.78% of 360,000 active; inhibition, % at 20 µM; AID 602399; purified NadD enzyme, colorimetric absorbance read-out; in the data active = inhibition above about 26%; also: some compounds past the cut are filed as inactive
CSN inh: blocks human CSN-mediated cullin deneddylation; inhibition, % at 12.5 µM; Q92905; AID 651999; 0.38% of 360,000 active; Purified CSN, SCF-Nedd8-OG deneddylation, fluorescence polarization;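 active = pattern-corrected inhibition above about 35%, with an unprinted fluorescence ratio check between 0.5 and 1.5, limit read from the data, passing the limit was not always enough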;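 also: 0% = enzyme with substrate and 100% = substrate without enzyme; some results filed as inactive read as strong as hits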
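test system = HEK293T-derived human Csn5 enzyme | amount = 0.24 nM Csn5 enzyme, final concentration | medium = Tris/NaCl/DTT buffer, pH 7.5 | schedule = 90 min reaction at room temperature | signal = FP | evaluation = inhibition of Csn5 cleavage, % | compound dosing = single dose of 12.5 µM compound with 0.25% DMSO | probe or stimulus = 10 nM SCFSkp2-Nedd8OG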
Active calls of the source: *; i = inactive; nt = not tested or not shown. Rows are unselected; 3.6% or so of the library scored in one or more.

SMILES | LMPTP block | TbMetRS inhib | PABP1 MLLE inh | Scp-1 inhibitor | DNMT1 block | STEP block | Rpn11 block | SUMO1 PPI mod | NadD inh | CSN inh
Cc1nc2nc(SCc3ccccc3)[nH]n2c(=O)c1C | -2.8 | -0.4 | -8 | -8 | 3 | 2 | i | 3 | -8 | 2
CC(C)C(=O)Nc1cccc(C(=O)Nc2cc([N+](=O)[O-])ccc2F)c1 | -0.4 | -0.2 | -5 | -1 | 3 | 0 | i | -14 | -1 | 1
O=C(COC(=O)CN1C(=O)c2ccccc2C1=O)Nc1cccc(F)c1 | -0.3 | -0.3 | 5 | -8 | 3 | -1 | i | -13 | -3 | 2
Cc1ccc2[nH]c(C)c(/C=C/c3cc[n+](C)cc3)c2c1 | 6.0 | -0.8 | 91 | 12 | 10 | -15 | nt | -173 | 17 | 108
C=CCCc1ccc(C#N)c(SCc2c(C(=O)OCC)c3cc(OC(C)=O)c(Br)cc3n2C)n1 | 0.7 | -0.6 | 0 | -5 | 3 | 0 | i | -1 | 3 | 5
CC1(C)OC(=O)N2CCc3ccccc3C21C (stereo not drawn) | -0.8 | -1.0 | -2 | -12 | 3 | -3 | i | 4 | -5 | 3
Oc1ccc(-c2nc3ccccc3s2)cc1 | 1.0 | -0.2 | 8 | -20 | 2 | 0 | i | -4 | -6 | -4
COc1nc(Nc2cccc([N+](=O)[O-])c2)nc(OC)n1 | 1.2 | 1.7 | -2 | -7 | 5 | -1 | i | -8 | 6 | 9
Cc1cccc(NC(=S)Nc2cccc(C(F)(F)F)c2)n1 | 2.2 | 1.0 | 14 | 8 | -4 | 3 | i | -2 | 1 | -5
CCOc1ccc(NC(=O)c2ccc(S(=O)(=O)N(C)C)cc2)cc1 | -0.3 | -0.1 | -1 | -13 | -2 | 1 | i | 2 | -1 | -2
O=C(Nc1ncn[nH]1)c1c(Cl)ccc(Cl)c1Cl | 0.9 | 0.0 | 4 | -6 | 1 | -2 | i | 1 | 0 | 0
CC/C(=N/NC(=O)c1ccccc1O)c1c(C)[nH]n(-c2ccccc2)c1=O | -1.5 | -0.7 | 6 | -10 | -8 | -1 | i | 3 | 1 | -2
O=S(=O)(Nc1ccc(Br)cn1)c1cccs1 | -0.3 | -0.7 | -5 | 6 | 0 | 2 | i | 3 | 0 | -1
O=C(Nc1ccccc1C(=O)Nc1ccncc1)c1ccc([N+](=O)[O-])cc1 | 1.7 | -1.2 | 0 | -14 | 1 | 1 | i | -32 | 1 | 3
Cc1nc2sccn2c(=O)c1S(=O)(=O)Nc1ccc(N2CCOCC2)c(Cl)c1 | -1.4 | -0.1 | 17 | -1 | 3 | -1 | i | 0 | -1 | -4

Overlap with the part before: 3 compounds, followed by the next part.
SMILES | LMPTP block | TbMetRS inhib | PABP1 MLLE inh | Scp-1 inhibitor | DNMT1 block | STEP block | Rpn11 block | SUMO1 PPI mod | NadD inh | CSN inh
O=S(=O)(Nc1ccc(Br)cn1)c1cccs1 | -0.3 | -0.7 | -5 | 6 | 0 | 2 | i | 3 | 0 | -1
O=C(Nc1ccccc1C(=O)Nc1ccncc1)c1ccc([N+](=O)[O-])cc1 | 1.7 | -1.2 | 0 | -14 | 1 | 1 | i | -32 | 1 | 3
Cc1nc2sccn2c(=O)c1S(=O)(=O)Nc1ccc(N2CCOCC2)c(Cl)c1 | -1.4 | -0.1 | 17 | -1 | 3 | -1 | i | 0 | -1 | -4
Cc1ccc(-c2cc([C@H]3[C@@H]4C=CCC[C@@]4(C)C(=O)N3Cc3ccccc3)ccc2F)cc1 | 5.7 | -0.3 | -24 | -6 | 11 | 6 | i | 5 | -2 | 5
Cn1c(SCC(=O)NC(C)(C)C)nc(O)cc1=O | -1.1 | 1.1 | 22 | 4 | 2 | 2 | i | 5 | -6 | 3
Cc1cccc(C)c1N(CC(=O)N1CCN(C)CC1)S(C)(=O)=O | -0.1 | -0.4 | 7 | -8 | -2 | -1 | i | -3 | -3 | 3
Oc1ccc(Oc2ncc(Cl)cc2Cl)cc1 | 0.9 | 0.2 | 9 | -7 | -2 | 0 | i | -1 | -3 | -1
CCOc1ccc(NC(=S)N2CCC(C(=O)c3ccc(OC)cc3)CC2)cc1 | 0.0 | -0.3 | -84 | nt | -8 | 3 | i | -4 | 0 | -3
COc1ccc(C2C=C(c3ccccc3)Nc3ncnn32)cc1 (stereo not drawn) | -1.4 | -0.3 | 37 | -7 | -1 | -1 | i | -14 | 1 | -1
COc1cc(/C=N/NC(=O)NC23CC4CC(CC(C4)C2)C3)ccc1OCC(N)=O | 0.1 | 0.7 | 16 | -14 | -2 | 1 | i | -1 | -5 | -4
COc1ccc(-c2nn(-c3ccccc3)cc2C=O)cc1[N+](=O)[O-] | 8.8 | 0.1 | 1 | -6 | 5 | 5 | i | 12 | -4 | 1
O=C(CSCc1ccc(Cl)cc1Cl)Nc1c[nH]c(=O)[nH]c1=O | -0.7 | 2.4 | 8 | 6 | -1 | 8 | i | 6 | -1 | 11
Cc1ccc(Nc2n[nH]c(=S)s2)cc1C | -0.7 | -0.1 | 29 | nt | -3 | -2 | i | 4 | 14 | -1
C=C1[C@@H](CCO)N(S(=O)(=O)C(C)(C)C)C[C@@H]1C | -1.3 | -0.6 | 4 | -11 | 5 | 0 | i | 2 | 2 | -5
CCOc1ccc(Cl)cc1S(=O)(=O)N1CCC(C(=O)NC2CC2)CC1 | -1.4 | -0.8 | 0 | -8 | 1 | 0 | i | 0 | -4 | 1
Cc1ccc(S(=O)(=O)/N=C(/Nc2cccc(O)c2)c2ccccc2)cc1 | 1.3 | 0.3 | 3 | -6 | 0 | -1 | i | 5 | -4 | 6
Cc1ccc(S(=O)(=O)C2(C(=O)N(C)C3CCCCC3)CC2)cc1 | 0.5 | -1.4 | -11 | 0 | 7 | -3 | i | 3 | -4 | -6
CCCCCCNc1ccc(C(=O)OCC)cc1 | 2.8 | -0.2 | -33 | nt | 11 | 1 | i | 12 | 8 | 124*
O=C(Nc1ccccc1N1CCN(C(=O)c2ccccc2)CC1)c1ccc2c(c1)OCO2 | 0.8 | -0.2 | 9 | -18 | -8 | 1 | i | -2 | -1 | -1
CC(C)(C)NC(=O)CN(CCN1CCOCC1)C(=O)CNS(=O)(=O)c1ccccc1 | 0.9 | -0.8 | -21 | -3 | 6 | -1 | i | 5 | -4 | 0
CC(=O)NCCNC(=O)C1(C)Cc2c(-c3cccc(NC(C)=O)c3)ccnc2O1 (stereo not drawn) | -1.4 | -0.2 | -4 | nt | 5 | 3 | i | 3 | 0 | 2
O=C(CN1CCC(NC(=O)Nc2ccccc2-c2ccccc2)CC1)NCc1ccco1 | 0.0 | -0.8 | -2 | -10 | 2 | 0 | i | -4 | -7 | -1
CCN(CC)C(=O)CSc1nnc(-c2ccc(S(=O)(=O)N3CCOCC3)cc2)n1C | -1.5 | 0.4 | 6 | -7 | 0 | -2 | i | 1 | -4 | 1
COc1ccc(NC(=S)N/N=C2\CC(C)(C)Oc3ccc(OC)cc32)cc1 | 2.5 | -1.1 | 37* | -3 | 17 | 2 | i | 0 | -9 | -15
CCCCN1C(C(=O)Nc2cc(C)on2)=C(O)c2ccccc2S1(=O)=O | -0.3 | -0.8 | 9 | -9 | -4 | 6 | i | 5 | 0 | -5
c1ccc(CNc2ncnc3sccc23)cc1 | 2.8 | -0.1 | -12 | -7 | -7 | -2 | i | 1 | 3 | 1
CCOC(=O)c1[nH]c(C)c(C(=O)NC2CCN(C(=O)OCC)CC2)c1C | -3.6 | 0.5 | -9 | -18 | 2 | 6 | i | -1 | -4 | 4
Nc1ncnc2c1nc(SCCO)n2Cc1ccccc1 | 0.0 | -0.5 | -5 | -4 | -3 | 7 | i | 1 | -6 | 6
Cc1onc(-c2ccccc2Cl)c1C(=O)NNC(=O)c1ccccc1F | -0.6 | 0.3 | 12 | -11 | 0 | -2 | i | 3 | -5 | -10
Cc1cc(C)c(S(=O)(=O)NCc2cccnc2)c(C)c1 | -0.3 | -1.3 | -7 | -10 | 3 | 1 | i | 1 | -5 | -2
Cc1ccc(-c2csc3ncn(CC(=O)O)c(=O)c23)cc1C | 1.0 | -0.5 | 2 | -11 | 1 | 0 | i | 9 | 2 | 1
O=C(c1cccs1)N(Cc1ccco1)C1CCS(=O)(=O)C1 (stereo not drawn) | -1.1 | -0.9 | 9 | -6 | 2 | -1 | i | 0 | -8 | -2
COc1ccc(CCNC(=O)c2ccc([N+](=O)[O-])cc2Cl)cc1OC | -2.3 | -8.2 | 10 | -11 | -1 | -2 | i | -37 | -7 | -8

Look-ups from the list:
`O=C(c1cccs1)N(Cc1ccco1)C1CCS(=O)(=O)C1` (stereo not drawn) in STEP block → -1
`O=C(Nc1ccccc1N1CCN(C(=O)c2ccccc2)CC1)c1ccc2c(c1)OCO2` in SUMO1 PPI mod → -2
`Cc1ccc(-c2csc3ncn(CC(=O)O)c(=O)c23)cc1C` in NadD inh → 2
`CCCCN1C(C(=O)Nc2cc(C)on2)=C(O)c2ccccc2S1(=O)=O` in SUMO1 PPI mod → 5
`Cc1cc(C)c(S(=O)(=O)NCc2cccnc2)c(C)c1` in PABP1 MLLE inh → -7
`CC(C)(C)NC(=O)CN(CCN1CCOCC1)C(=O)CNS(=O)(=O)c1ccccc1` in LMPTP block → 0.9
`Nc1ncnc2c1nc(SCCO)n2Cc1ccccc1` in LMPTP block → 0.0

(further entries)
SMILES | LMPTP block | TbMetRS inhib | PABP1 MLLE inh | Scp-1 inhibitor | DNMT1 block | STEP block | Rpn11 block | SUMO1 PPI mod | NadD inh | CSN inh
COc1ccc(C(=O)NC(=S)N(CCC(C)C)c2c(N)n(Cc3ccccc3)c(=O)[nH]c2=O)cc1 | -0.8 | -0.6 | 28 | -5 | -3 | -1 | i | -1 | 10 | -7
CCc1ccc2[nH]c(=O)c(CN(CCN3CCCC3)C(=O)NC3CCCCC3)cc2c1 | -2.7 | -0.3 | -19 | 6 | 0 | 2 | i | -5 | 0 | -1
CC(C)(C)S(=O)N1Cc2cc(C(=O)N3CCc4ccccc4C3)nc(-c3cccc(-c4ccncc4)c3)c2[C@H]1CCO (stereo partly drawn) | 12 | 0.1 | -49 | nt | -20 | 0 | i | 22 | 27 | 7
N#Cc1cc2ccccc2nc1N | -1.6 | -1.3 | 0 | 5 | 4 | 0 | i | 4 | 0 | -2
